T cell modulator: T cell immune modulators affecting CD8 T cell-vesicle binding | 2C CD8+ T cell-vesicle binding, flow cytometry; stronger effect = lower value | calls only at 7 µM | AID 2052 | 0.068% of 330,000 active;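 active = response, share of CD8 T cells binding vesicles, and their 90th percentile fluorescence all below set limits, cut at about 80% in these data, passing the limit was not always enough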
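Material: 2C TCR transgenic mouse naive CD8+ T cells, MACS-purified. Also added: QL9-charged Drosophila Ld/ICAM-1/B7-1 vesicles. Timing: binding 1.5 h at 37 °C. Measured by: high-throughput flow cytometry with anti-B7-1 and anti-CD8 staining. Read-out: percent CD8+ FL2 mean versus row control. Controls: Unloaded micro-vesicles (low), QL9 vesicles with 0.7% DMSO (high).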
PMI inhibition: MPI inhibition at elevated mannose 6-phosphate – biochemical, fluorescence intensity, high mannose 6-phosphate, primary screen (AID 1220) | recombinant PMI enzyme, coupled fluorescence intensity; higher % means a stronger effect | 0.66% of 190,000 active | inhibition, % at 20 µM, or IC50 in µM where a hit was titrated
TNAP activators: stimulation of alkaline phosphatase TNAP activity – biochemical, luminescent, no phosphate acceptor, uHTS, primary screen (AID 1001); purified TNAP, luminescent activation assay, no phosphate acceptor; higher activation fold means a stronger effect; activation fold at 20 µM; hits with a dose series show EC50 in µM; 0.03% of 200,000 active; in the data active = activation fold from about 3, or a potency from the dose series; inactive = the rest, 99 in 100 with activation fold below about 1.6; also: many of its hits are not listed in these tables
P. falciparum M17LAP: P. falciparum M17LAP inhibitors, primary screen, biochemical, fluorogenic H-Leu-NHMec substrate, 1536-well (AID 1619). 0.38% of 220,000 active. recombinant M17LAP, H-Leu-NHMec fluorogenic kinetic assay; higher % means a stronger effect. inhibition, % at 30 µM; hits with a dose series show IC50 in µM;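 active = compound inhibiting the enzyme by more than half at any dose during confirmatory dose-response retesting; inconclusive = strong single-dose inhibitors picked by rank but not retested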;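 also: plate controls were full reaction with DMSO carrier for no effect and no enzyme background for full effect; strong numbers were not always called active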
RSV antiviral HEp-2: inhibition of RSV-induced cytopathic effect – HEp-2 cells, primary 10 µM value included (AID 2391) | CPE inhibition, % at 10 µM, or IC50 in µM where a hit was titrated | HEp-2 cells, RSV-induced CPE inhibition; higher % means a stronger effect | 0.13% of 310,000 active; in the data active = a potency from the dose series; inconclusive = CPE inhibition mostly from about 23% at the one dose, without a potency; inactive = the rest, 99 in 100 with CPE inhibition below about 21%; also: strong numbers were not always called active
UTI89 phage lysis: protection from phage-mediated lysis, alamar blue read-out – E. coli UTI89, K1F phage, bacterial capsule biogenesis inhibitors (AID 488966); E. coli UTI89 K1F phage lysis, alamar blue, 2 h; higher % means a stronger effect; one-dose inhibition, % at 100 µM; IC50 in µM for titrated hits; 0.02% of 340,000 active;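 active = phage lysis inhibition, versus mean bacterial control, above a set limit; inconclusive = no clear call, values can overlap the other calls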;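 also: capsule biogenesis inhibitors block K1F phage lysis so surviving cells raise fluorescence; higher fluorescence means more inhibition of phage lysis; actives were called in the ten point dose series up to 300 µM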
West Nile antiviral: West Nile virus antiviral activity, cell-based, CPE readout (AID 1621) | West Nile virus-infected cells, CPE inhibition; higher % means a stronger effect | CPE inhibition, % at 10 µM; hits with a dose series show IC50 in µM | 0.02% of 290,000 active; in the data active = a potency from the dose series; inconclusive = CPE inhibition mostly from about 3.7% at the one dose, without a potency; inactive = the rest, 99 in 100 with CPE inhibition below about 2.2%; also: strong numbers were not always called active
M1AAP inhibition: P. falciparum M1AAP inhibitors, biochemical, fluorogenic H-Leu-NHMec substrate, 1536-well (AID 1445) | recombinant M1AAP, H-Leu-NHMec fluorogenic kinetic assay; higher % means a stronger effect | inhibition, % at 30 µM, or IC50 in µM where a hit was titrated | 0.42% of 220,000 active;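 active = primary inhibition above the hit cutoff, then over 50% inhibition at one or more dose response concentrations, cut at about 23% in these data, passing the limit was not always enough; inconclusive = conflicting primary data, or primary hits not chosen for dose response; inactive = low primary inhibition, or under 50% at every dose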;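 also: plate controls were DMSO full reaction for no effect and no enzyme background for full effect; strong numbers were not always called active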
PMI inhibitors: MPI enzyme activity inhibition – biochemical, fluorescence intensity, coupled assay, primary screen (AID 1209). purified PMI enzyme, coupled fluorescence intensity; higher % means a stronger effect. inhibition, % at 20 µM, or IC50 in µM where a hit was titrated. 0.42% of 190,000 active;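 also: plate controls were DMSO vehicle for no effect and wells lacking substrate for full effect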
T cell modulator vesicle-bound %: also measured in T cell modulator; calls as there; double positive events, %; measured here: CD8+ vesicle-bound cell fraction;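 binding gate set so that unloaded-vesicle control wells show 10% double positive cells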
Starred values were filed as active, the others as inactive; i = inactive; ? = inconclusive; nt = no result given; [ ] = remark or other dose. Rule as the data show it, unless noted: active = inhibition above about 50%; inactive = the rest. Not a hit list; 1.5% or so of the library scored in one or more.

SMILES	T cell modulator	T cell modulator vesicle-bound %	PMI inhibition	TNAP activators	P. falciparum M17LAP	RSV antiviral HEp-2	UTI89 phage lysis	West Nile antiviral	M1AAP inhibition	PMI inhibitors
Cc1ccc(Cl)cc1N1CCN(S(=O)(=O)c2ccc3c(c2)OCCO3)CC1	i	46	12%	1.1	-6%	10%	1.1%	-0.2%	6%	24%
Cc1cc(/C(N)=N/OC(=O)c2cccc(Cl)c2)no1	i	45	nt	nt	6%	1.4%	nt	0.7%	3%	nt
O=c1[nH]c2ccccc2cc1CN(CC1CCCO1)S(=O)(=O)c1ccc(Cl)cc1 (stereo not drawn)	i	17	nt	nt	nt	1.9%	0.3%	-1.0%	nt	nt
COc1ccc2nc(Nc3sc4c(c3C(N)=O)CCCC4)sc2c1	i	46	-42%	1.7	8%	19%	-3.2%	-0.6%	5%	-10%
CCCNS(=O)(=O)c1cccn1-c1ncc(C(F)(F)F)cc1Cl	i	16	5%	1.2	0%	1.9%	4.3%	-0.4%	6%	1%
CSc1cccc(-n2ccc(=O)c(C)c2C)c1	i	46	nt	nt	nt	0.4%	0.1%	-0.3%	nt	nt
N#C/C(=C\c1ccc(OCc2ccc(C(=O)O)cc2)cc1)C(=O)N1CCOCC1	i	35	-2%	1.1	?	0.4%	0.0%	0.9%	14%	-4%
N#C/C(=C/c1cccc([N+](=O)[O-])c1)C(=O)Nc1ccccc1O	i	24	nt	nt	-6%	0.8%	-0.1%	-0.1%	3%	nt
CCOc1cccc(-c2cc(C(=O)N3N=C(C)CC3(O)C(F)F)c3ccccc3n2)c1 (stereo not drawn)	i	46	14%	0.8	2%	11%	-0.1%	-0.7%	1%	15%
COc1cccc(C2CCCN2Cc2nc(-c3sccc3C)oc2C)c1 (stereo not drawn)	i	0	19%	1	-5%	3.9%	0.2%	-1.0%	3%	16%
CCCCNC(=O)c1ccc(SCC(=O)N(CC)CC)c([N+](=O)[O-])c1	i	47	-5%	1.1	1%	0.1%	0.4%	-0.9%	3%	-1%
CC1CCN(c2nc3c(c(=O)[nH]c(=O)n3C)n2Cc2ccccc2)CC1	i	42	3%	1.1	6%	-0.2%	-0.3%	0.2%	-7%	18%
Cc1nn(C)c(C)c1CN(Cc1nc(CCC(C)C)no1)C(C)C	i	6	13%	1	-5%	-1.0%	0.0%	-1.0%	1%	6%
N#C/C(=C\c1ccc(O)cc1)C(=O)N1CCCC1	i	24	nt	nt	12%	-0.7%	0.1%	0.1%	5%	nt
COc1ccccc1C1CC(c2ccccc2)=NN1C(=S)Nc1ccccc1 (stereo not drawn)	i	54	-1%	1	-3%	4.7%	0.5%	-1.1%	3%	1%
S=c1[nH]nc(-c2cc(-c3ccccc3)n[nH]2)n1/N=C/C=C/c1ccccc1	i	52	nt	nt	-2%	nt	0.0%	0.0%	5%	nt
O=C(c1ccncc1)N1CCN(c2ccc3ccccc3n2)CC1	i	31	-5%	1.1	-1%	2.1%	0.8%	-1.2%	2%	-4%
CCOC(=O)c1c(C)nc2sc(C(N)=O)c(N)c2c1-c1ccc(OC)cc1	i	5	-3%	1	7%	1.4%	0.3%	0.8%	2%	1%
Cc1cc(OC(C)C(=O)NCCN2CCOCC2)c2c(C)cc(=O)oc2c1 (stereo not drawn)	i	25	nt	nt	nt	1.3%	0.1%	0.0%	nt	nt
COc1cccc(CN2C(=O)CN(C3CCCCC3)C(=O)C2c2ccc(F)cc2)c1 (stereo not drawn)	i	45	4%	1.1	1%	-2.1%	3.9%	-1.0%	2%	6%
Cc1cnc(CN(C)C(=O)c2cc(COc3c(F)cccc3F)on2)[nH]1	i	53	9%	1.1	2%	-0.2%	0.3%	-0.4%	1%	13%
Cc1ccc(C(=O)Nc2ccccc2NC(=O)c2ccc(C)o2)o1	i	18	-1%	1.1	7%	0.9%	0.5%	0.1%	4%	-1%
Cc1nc2ccccc2n1CCC(=O)O	i	48	-5%	1.1	7%	-1.5%	0.3%	-0.1%	2%	-4%
CC(=O)c1cc(CC=C(C)C)c(O)c(CC=C(C)C)c1O	i	4	-3%	1.1	11%	1.1%	0.1%	nt	15%	-12%
CCC(C)NS(=O)(=O)c1ccc(OCC(=O)NCc2cccnc2)cc1 (stereo not drawn)	i	27	-7%	1.1	-4%	1.5%	0.0%	-0.4%	10%	-3%

Entries of single compounds, looked up by structure. Screens in order: T cell modulator	T cell modulator vesicle-bound %	PMI inhibition	TNAP activators	P. falciparum M17LAP	RSV antiviral HEp-2	UTI89 phage lysis	West Nile antiviral	M1AAP inhibition	PMI inhibitors
S=c1[nH]nc(-c2cc(-c3ccccc3)n[nH]2)n1/N=C/C=C/c1ccccc1 is listed as i	52	nt	nt	-2%	nt	0.0%	0.0%	5%	nt
Cc1ccc(Cl)cc1N1CCN(S(=O)(=O)c2ccc3c(c2)OCCO3)CC1 is listed as i	46	12%	1.1	-6%	10%	1.1%	-0.2%	6%	24%
CCOC(=O)c1c(C)nc2sc(C(N)=O)c(N)c2c1-c1ccc(OC)cc1 is listed as i	5	-3%	1	7%	1.4%	0.3%	0.8%	2%	1%
Cc1cc(/C(N)=N/OC(=O)c2cccc(Cl)c2)no1 is listed as i	45	nt	nt	6%	1.4%	nt	0.7%	3%	nt

(further entries)
SMILES	T cell modulator	T cell modulator vesicle-bound %	PMI inhibition	TNAP activators	P. falciparum M17LAP	RSV antiviral HEp-2	UTI89 phage lysis	West Nile antiviral	M1AAP inhibition	PMI inhibitors
CN=C1NN=C(c2cc(C)n(-c3ccc(Cl)cc3)c2C)CS1	i	48	-40%	1.1	23%	1.8%	3.9%	-0.8%	9%	-43%
OC1(c2ccc3c(c2)OCO3)CCN(Cc2ccccn2)CC1	i	6	5%	1.1	1%	-0.7%	2.7%	0.2%	-5%	4%
CSc1ccc(/C=C(/NC(=O)c2ccco2)C(=O)N2CCCCCC2)cc1	i	13	nt	nt	nt	2.6%	-0.4%	-0.8%	nt	nt
CC(C)OC(=O)C1C(=O)CC(C)(O)C(C(=O)OC(C)C)C1c1ccccc1 (stereo not drawn)	i	50	-8%	1.1	8%	1.8%	-0.6%	-0.7%	4%	-7%
c1ccc(NCn2cncn2)nc1	i	40	9%	1.1	-13%	nt	0.5%	0.4%	-8%	7%
CN(C)c1ccc(C2C3C(=O)N(c4ccc(C(=O)O)cc4)C(=O)C3ON2c2ccccc2)cc1 (stereo not drawn)	i	45	3%	1.1	22%	2.9%	5.4%	0.8%	3%	-9%
O=c1c2c(n3cnnc3n1-c1ccccc1)-c1ccccc1CC21CCCC1	i	39	-7%	1.1	-6%	3.2%	4.4%	0.0%	-5%	10%
c1ccc2c(c1)CCCN2Cc1nnc2n1CCCCC2	i	33	-88%	1.1	10%	2.2%	-0.1%	-0.3%	1%	-63%
CCC(=O)Nc1nc2ccc(S(C)(=O)=O)cc2s1	i	34	-8%	1.1	-1%	2.1%	-0.3%	-0.1%	-1%	-2%
O=C1NN(c2ccccc2)C(=O)/C1=C/c1ccc(-c2ccc(C(=O)O)cc2)o1	i	59	nt	nt	nt	1.9%	0.0%	0.8%	nt	nt
COc1ccc(N2C(=O)C3C4C=CC(c5ccccc5)(C3C2=O)C2C(=O)N(c3ccc(OC)cc3)C(=O)C42)cc1 (stereo not drawn)	i	37	3%	1	-1%	2.1%	0.2%	-0.5%	2%	4%
Nc1ccnc(Oc2ccc(F)cc2)c1	i	42	-9%	1.1	10%	1.8%	2.1%[50 µM]	-0.3%	0%	-5%
COc1ccc(N=N/C(=C\O)C(=O)c2ccco2)cc1	i	45	15%	0.9	20%	16%	-4.2%	-0.5%	29%	17%
COC(=O)[C@@]1(Cc2ccc(OC)cc2)[C@H]2c3cc(C(=O)N4CCCC4)n(CCN4CCNC4=O)c3C[C@H]2CN1C(=O)c1ccccc1	nt	nt	14%	1	7%	nt	nt	-0.5%	0%	15%
COc1ccc(S(=O)(=O)N(CC(=O)NC2CC3CCC2C3)c2ccccc2OC)cc1 (stereo not drawn)	i	17	nt	nt	nt	11%	-0.1%	-1.2%	nt	nt
CC1CCN(c2oc(-c3ccccc3Cl)nc2C#N)CC1	i	22	7%	1.1	-6%	11%	-0.1%	-0.2%	0%	3%
CN(C)c1ccc(C(=O)OCC(=O)Nc2ccc(N3CCOCC3)cc2)cc1	i	44	nt	nt	3%	-0.5%	0.1%	0.1%	2%	nt
O=C(CN1CCN(c2ccccc2F)CC1)c1ccc(O)c(O)c1	i	12	nt	nt	nt	0.7%	0.6%[50 µM]	0.8%	nt	nt
O=C(CN1CC(c2ccccc2)CC1=O)OCc1cccc(Br)c1 (stereo not drawn)	i	38	1%	1.2	-3%	1.2%	0.8%	0.2%	-2%	0%
CCOC(=O)c1ccc(NC(=O)CNC(=O)c2ccco2)cc1	i	52	nt	nt	nt	0.8%	-0.1%	-0.4%	nt	nt
Cn1nc(C(=O)NC2CCCc3ccccc32)ccc1=O (stereo not drawn)	i	25	-1%	1.2	-2%	0.1%	0.0%	-0.1%	-4%	-10%
NNC(=O)c1sccc1OCc1cccc(C(F)(F)F)c1	i	52	2%	1.2	4%	-1.2%	-0.6%	-0.8%	7%	-6%
CNC(=O)c1cc(NC(=O)CCn2nc(-c3ccccc3)c3ccccc3c2=O)ccc1OC	i	19	nt	nt	-1%	5.3%	-1.5%	-0.2%	0%	nt
CCOc1ccc(C(C(=O)Nc2ccc(F)cc2)N(C(=O)Cn2nnc3ccccc32)C2CC2)cc1 (stereo not drawn)	i	14	13%	1.1	7%	3.7%	1.1%	0.6%	0%	26%
CCn1cc([N+](=O)[O-])c(C(=O)Nc2c(C)nn(Cc3cccc(F)c3)c2C)n1	i	23	-1%	1.1	4%	0.0%	5.9%	0.0%	4%	1%
CCc1ccc(CNC(=O)C2CC(=O)N(C3CCCC3)C2)cc1 (stereo not drawn)	i	8	nt	nt	nt	3.0%	8.4%	-0.3%	nt	nt
O=C(O)c1c[nH]c2c(C(F)(F)F)cccc2c1=O	i	48	5%	1.1	5%	1.1%	-0.4%	0.3%	1%	10%
CCN(CC)S(=O)(=O)c1ccc(NC(=O)c2cccc3c2C(=O)N(CCOC)C3)cc1	i	23	0%	1.1	-5%	0.8%	3.0%	0.2%	-2%	7%
